# MC4R antagonist: human MC4R antagonism in cAMP assay; MC4R-expressing cells, MTII-stimulated cAMP, LANCE TR-FRET; inhibition, % at 6.5 µM; hit rate 0.48% among 360,000; AID 540295;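 active = inhibition above its plate's cutoff, the mean of tested wells on that plate plus 3 SD, cut at about 29% in these data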;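 note: 0% = Melanotan II alone and 100% = Melanotan II plus saturating MCL0020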
# Target sequence (P32245 whole entry, looked up): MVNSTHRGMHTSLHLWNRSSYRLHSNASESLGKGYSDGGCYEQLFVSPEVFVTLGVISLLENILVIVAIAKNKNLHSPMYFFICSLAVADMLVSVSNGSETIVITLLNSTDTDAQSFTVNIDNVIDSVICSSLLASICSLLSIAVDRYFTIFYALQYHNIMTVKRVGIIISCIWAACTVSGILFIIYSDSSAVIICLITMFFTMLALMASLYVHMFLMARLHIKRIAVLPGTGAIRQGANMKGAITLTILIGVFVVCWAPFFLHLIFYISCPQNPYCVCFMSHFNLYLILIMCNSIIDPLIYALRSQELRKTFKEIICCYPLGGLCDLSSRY
#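 system = U2OS cells with stable human MC4R expression | also added = Melanotan II challenge after compound preincubation | dosing = one concentration, 6.5 µM nominal | incubation = compound 30 min, challenge 1 h, detection 1 h | measured by = TR-FRET with Eu-cAMP and labeled anti-cAMP, 671 nm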
# NOD2-RIPK2 inh: NOD2-RIPK2 protein interaction inhibition; hit rate 0.38% among 360,000; inhibition, % at 4.98 µM; CHO BLA complementation NOD2-RIPK2, CCF4 ratio; O43353; in the data active = inhibition above about 21%;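 note: 0% = vehicle only and 100% = reference blocker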
# Target sequence (O43353 whole entry, looked up): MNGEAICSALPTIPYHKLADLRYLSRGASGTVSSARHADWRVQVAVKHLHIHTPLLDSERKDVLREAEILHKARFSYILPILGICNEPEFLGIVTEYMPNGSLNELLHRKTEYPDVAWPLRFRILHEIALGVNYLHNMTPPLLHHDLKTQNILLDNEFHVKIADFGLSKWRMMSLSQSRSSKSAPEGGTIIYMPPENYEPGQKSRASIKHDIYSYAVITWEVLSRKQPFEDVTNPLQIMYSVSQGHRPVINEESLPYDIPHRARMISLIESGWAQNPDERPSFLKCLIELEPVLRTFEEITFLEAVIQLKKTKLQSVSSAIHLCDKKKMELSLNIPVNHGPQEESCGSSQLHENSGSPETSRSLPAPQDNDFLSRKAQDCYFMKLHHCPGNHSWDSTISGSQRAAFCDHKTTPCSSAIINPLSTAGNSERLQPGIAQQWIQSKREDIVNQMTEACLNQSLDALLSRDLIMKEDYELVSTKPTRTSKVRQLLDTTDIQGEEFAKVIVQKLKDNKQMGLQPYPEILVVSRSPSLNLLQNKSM
# N-glyco inh: N-linked glycosylation inhibition; D54 ERlucT glycosylation luciferase reporter, 24 h; percent of 100 nM tunicamycin response; reporter increase, % at 12.5 µM; hit rate 0.23% among 360,000;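 active = mean luciferase reporter signal, scaled so untreated is 0 and the glycosylation-blocking control 100, at or above a set limit in every replicate; inconclusive = mean reaches the limit but not every replicate does; inactive = mean below the limit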;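 note: luciferase carries N-glycosylation sites so blocking glycosylation raises the light; 0% = median of neutral control wells and 100% = median of 100 nM tunicamycin wells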
# ABHD5 PLIN5 PPI: inhibitors of human ABHD5-perilipin-5 interaction; hit rate 0.78% among 360,000; inhibition, % at 4 µM; Split G. princeps luciferase complementation, luminescence, 4 h; Q00G26+Q8WTS1;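 active = inhibition above the mean inhibition across every tested compound plus 3 SD, cut at about 22% in these data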;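 note: 0% = DMSO only wells and the 100% control is not disclosed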
# MC4R ag barr: agonists of human melanocortin 4 receptor (MC4R) beta-arrestin; activation, % at 8.9 µM; U2OS MC4R beta-arrestin complementation, luminescence; percent of melanotan II response, DMSO zero; P32245; hit rate 0.98% among 360,000;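 active = activation above a per-plate cutoff, the mean activation of sample wells on that plate plus 3 SD, cut at about 8% in these data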
# Exocytosis inh: lytic granule exocytosis inhibition; TALL-104 LAMP-1 surface exposure, flow cytometry; cells stimulated with thapsigargin and PMA; inhibition, % at 10 µM; hit rate 0.66% among 360,000; AID 651702;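 active = inhibition above about 55%, limit read from the data; inconclusive = no clear call, values can overlap the other calls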
# TLR9-MyD88 inh: inhibitors of human TLR9-MyD88 binding; CHO BLA complementation TLR9-MyD88, CCF4 FRET ratio; hit rate 0.21% among 340,000; Q9NR96+Q99836; inhibition, % at 4.98 µM;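 active = inhibition above the mean over all tested compounds plus 3 SD, cut at about 21% in these data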;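 note: 0% = DMSO only wells and 100% = clavulanate BLA inhibitor control wells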
# Vif inh: inhibitors of HIV Vif; hit rate 0.35% among 340,000; HEK293T cells, Vif self-association by quenched fluorescence, imaging, 24 h; AID 602346; inhibition, % at 7.49 µM; in the data active = inhibition above about 50%, passing the limit was not always enough; inconclusive = no clear call, values can overlap the other calls; inactive = below about 31%; note: some results filed as inactive read as strong as hits
# ABCB6 inh MLPCN: human ABCB6 transporter inhibition. AID 602162. fluorescence ratio to DMSO, % at 10 µM. hit rate 0.19% among 360,000. K562-ABCB6 porphyrin accumulation, flow cytometry, 1 h; hits give low values;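 active = fluorescence ratio to DMSO below 75%, the collection mean minus 3 SD; inconclusive = too few cells collected in the well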;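 note: signal is porphyrin accumulated inside mitochondria; 100% equals median channel fluorescence of DMSO control wells; lower ratio means ABCB6 inhibition with less porphyrin fluorescence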
# aDG glyco up: increases alpha dystroglycan glycosylation | Pro5-aDG cells, alpha-DG glycosylation AlphaScreen (IIH6); 0% Pro5, 100% B10-LARGE cell signal | activation, % at 10 µM | hit rate 0.22% among 360,000;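 active = activation of at least 8% versus controls, or a plate z-score of at least 8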;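 note: Pro5 are CHO cells carrying HIG-tagged alpha-DG that lacks glycosylation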
# An asterisk follows results filed as active; u = inconclusive; x = not tested or not shown. An excerpt; rates above refer to the full screens.
SMILES,MC4R antagonist,NOD2-RIPK2 inh,N-glyco inh,ABHD5 PLIN5 PPI,MC4R ag barr,Exocytosis inh,TLR9-MyD88 inh,Vif inh,ABCB6 inh MLPCN,aDG glyco up
Nc1ncnc(N2CCc3ccccc32)c1[N+](=O)[O-],11,2,-14,-6,-2.8,-1,8,-2,95,-0.3
COc1c2occc2c(OC)c2c(=O)cc(C(F)(F)C(F)(F)F)oc12,0,-1,5,2,4.7,0,0,4,100,-0.1
O=[N+]([O-])c1cc(C(F)(F)F)ccc1N1CCN(S(=O)(=O)c2ccc3c(c2)CCCC3)CC1,8,-5,-6,3,-1.0,u,-9,1,96,1.9
COc1ccc(C(=O)Nc2ccccc2C(=O)NCc2cccnc2)cc1,-2,4,7,4,-2.4,2,13,15,102,0.1
c1ccc(Cc2noc(CN3CCCC(CN4CCOCC4)C3)n2)cc1 (configuration not stated),-8,4,0,10,1.4,-2,1,7,100,-0.1
COc1cc(C(=O)N/C(=C\c2cn(C)c3ccccc23)C(=O)N2CCN(C)CC2)cc(OC)c1OC,-1,-5,6,0,-3.3,1,1,-5,92,-0.2
CS(=O)(=O)Nc1cccc(C2=NN(C(=O)CCCC(=O)O)C(c3cccs3)C2)c1 (configuration not stated),1,1,1,9,-1.0,-3,1,4,98,0.1
COc1cccc(C(=O)OC(C)C(=O)Nc2ccc3c(c2)OCO3)c1 (configuration not stated),8,5,-1,-4,-1.1,-4,-3,10,100,-0.2
Cc1ccsc1C=C1C(=O)c2ccccc2C1=O,1,5,1,-3,4.1,-1,8,-4,95,0.0
CCCc1nnc(NS(=O)(=O)c2ccc(C)cc2)o1,0,-7,1,3,-1.2,2,1,2,90,0.0
O=C1NC2C(NC(=O)N2C2CCCCC2)N1C1CCCCC1 (configuration not stated),1,2,0,4,-1.6,-5,-6,-30,105,0.1
CCC(CC)c1nnc(NC(=O)c2cccc(S(=O)(=O)N3CCc4ccccc43)c2)s1,17,0,-1,-6,-0.1,8,0,-6,87,0.1
CCOC(=O)C1=CCN(S(=O)(=O)c2ccccc2C)C1c1cccc(F)c1 (configuration not stated),x,-4,-2,-5,x,1,x,27,98,0.1
Cc1ccc(NC(=O)c2sccc2C)cc1S(=O)(=O)N(C)C,0,-8,-1,2,-1.8,-4,6,19,94,-0.3
COC(=O)CCCC(=O)N1CCC(CCC(=O)NCc2ccc(F)cc2)CC1,11,-10,1,-4,0.3,2,-4,13,103,-0.1
CC(C)(C)OC(=O)N[C@H](Cc1ccccc1)C(=O)N1CCC[C@@H]1C(=O)O,7,7,1,-3,-0.7,-5,4,5,95,0.1
COc1ccc(/C=C/C(=O)OCC(=O)NC(C)CCc2ccccc2)cc1 (configuration not stated),-2,7,2,-3,-0.6,1,0,6,90,-0.1
CC(C)OC(=O)CN1C(=O)C(C)(C)Oc2ccc(C(=O)NC3CC3)cc21,2,-4,3,-6,-2.2,2,-1,4,96,-0.2
C=CC[C@@H](CC(=O)N[C@H](CO)Cc1ccccc1)C(=O)N[C@H](COC(=O)[C@H](CC=C)CC(=O)OC(C)(C)C)Cc1c[nH]c2ccccc12,17,-11,1,-5,-1.4,-5,-1,-3,85,0.2
CC(C)(C)n1nnnc1CN1CCN(C2CCCC2)CC1,3,-14,0,2,-0.4,0,-5,10,101,0.2

# Taken from above.
# `Cc1ccsc1C=C1C(=O)c2ccccc2C1=O` – ABHD5 PLIN5 PPI: -3
# `c1ccc(Cc2noc(CN3CCCC(CN4CCOCC4)C3)n2)cc1` (configuration not stated) – ABHD5 PLIN5 PPI: 10
# `COc1cc(C(=O)N/C(=C\c2cn(C)c3ccccc23)C(=O)N2CCN(C)CC2)cc(OC)c1OC` – Exocytosis inh: 1
# `CC(C)(C)OC(=O)N[C@H](Cc1ccccc1)C(=O)N1CCC[C@@H]1C(=O)O` – MC4R ag barr: -0.7
# `CC(C)(C)n1nnnc1CN1CCN(C2CCCC2)CC1` – Exocytosis inh: 0
# `Cc1ccc(NC(=O)c2sccc2C)cc1S(=O)(=O)N(C)C` – ABHD5 PLIN5 PPI: 2

# The listing picks up, starting 3 compounds before the break.
SMILES,MC4R antagonist,NOD2-RIPK2 inh,N-glyco inh,ABHD5 PLIN5 PPI,MC4R ag barr,Exocytosis inh,TLR9-MyD88 inh,Vif inh,ABCB6 inh MLPCN,aDG glyco up
CC(C)OC(=O)CN1C(=O)C(C)(C)Oc2ccc(C(=O)NC3CC3)cc21,2,-4,3,-6,-2.2,2,-1,4,96,-0.2
C=CC[C@@H](CC(=O)N[C@H](CO)Cc1ccccc1)C(=O)N[C@H](COC(=O)[C@H](CC=C)CC(=O)OC(C)(C)C)Cc1c[nH]c2ccccc12,17,-11,1,-5,-1.4,-5,-1,-3,85,0.2
CC(C)(C)n1nnnc1CN1CCN(C2CCCC2)CC1,3,-14,0,2,-0.4,0,-5,10,101,0.2
CCCn1c(SCC(=O)c2ccc3c(c2)NC(=O)CO3)nc2ccccc21,4,-8,5,-2,2.0,-2,10,-3,89,0.1
CC1CCCN(CCCOc2ccc(Cl)cc2Br)C1 (configuration not stated),-8,-12,4,9,0.4,-4,3,-3,97,1.0
O=[N+]([O-])c1cccc(COc2ccc(CN3CCCC3)cc2)c1,-5,-6,-10,2,-0.6,-1,-12,-3,97,0.0
COc1ccccc1C(=O)C1CCCN(C(=O)c2ccco2)C1 (configuration not stated),-2,-5,0,6,-0.7,-16,-3,-3,94,-0.1
CCN(CC)CCOC(=O)c1c(C)oc2ccc(O)cc12,0,4,0,3,0.1,1,1,9,94,0.0
COc1cccc(CC(NC(C)=O)C(=O)NC2CCN(C(=O)Nc3ccc(C)cc3)CC2)c1 (configuration not stated),13,3,2,4,-0.5,-2,2,-3,100,0.2
CCOc1cc(CNc2ccc(S(N)(=O)=O)cc2)ccc1OCC(=O)NC(C)(C)C,-5,-3,-1,13,2.0,0,7,-9,103,-0.2
Cn1c(C(=O)c2ccccc2[N+](=O)[O-])nc2ccccc21,1,3,2,4,0.7,-2,5,-7,104,-0.1
Cc1ccc(-n2c(=O)[nH]cc(C(=O)Nc3ccc4c(c3)OCCO4)c2=O)cc1C,-2,2,1,-4,2.5,4,-5,1,98,-0.3
O=C(CCn1c(=S)[nH]c2cc3c(cc2c1=O)OCO3)NCCc1ccccc1Cl,5,-7,-1,4,0.4,-1,-1,-6,99,-0.4
Cc1nc(-c2ccc(S(=O)(=O)N3CCCN(CCc4ccccc4)CC3)s2)cs1,0,-7,1,7,-2.9,6,x,-2,93,0.0
Cc1onc(-c2ccccc2)c1NC(=O)OC(C)c1cccnc1 (configuration not stated),7,1,-1,-1,-2.9,4,3,13,100,0.1
O=[N+]([O-])c1ccccc1NC1CCN(Cc2ccccc2)CC1,-4,5,-2,-4,3.0,13,-4,-11,101,0.0
O=C(CC(=O)c1cccs1)c1ccncc1,-5,-3,-2,-11,-2.8,1,0,-4,90,-0.1
O=C(COc1ccc(S(=O)(=O)N2CCCC2)cc1Cl)NCc1ccccn1,1,0,0,1,-2.4,-1,2,-4,92,-0.3
Cc1nn(C)c2c1NC(=O)CS2,5,4,1,4,-2.8,-4,2,19,93,-0.3
O=S(=O)(NC1c2cccc3cccc(c23)C1N1CCN(CCO)CC1)c1ccccc1 (configuration not stated),0,-10,-9,10,1.2,1,7,-14,104,0.0
N/C(CCS(=O)(=O)c1ccc(Cl)cc1)=N\OC(=O)c1ccccc1C(F)(F)F,18,5,17,8,0.2,7,1,-24,100,0.1
CC(C)(C)N(Cc1ccccc1)C(=O)COC(=O)C1CCCCC1,7,-2,4,-2,0.6,-2,-2,1,97,0.0
CCNC(=O)CCSc1nc(C)cc(C)n1,5,-10,2,-5,-0.9,-1,3,-6,94,-0.2
CCOC(=O)c1c(NC(=O)C(C)Sc2nnc(C)c(=O)[nH]2)sc2c1CCCC2 (configuration not stated),2,1,0,-1,-4.2,-11,-1,9,97,-0.1
COc1ccc(N2CCN(c3ccc(Cl)nn3)CC2)cc1,15,7,2,4,-1.1,-1,-2,-3,103,0.0
COc1cccc(NC(=O)CCc2nc(-c3ccccc3F)no2)c1,-3,-9,1,-8,-1.3,-1,11,-4,102,0.8
C[C@@H]1CN([C@@H](C)CO)C(=O)c2cc(C#Cc3ccccc3)cnc2O[C@H]1CN(C)C(=O)c1ccccc1F,5,-7,1,-3,-0.7,-2,-6,x,94,-0.2
COc1ccc(NC(=O)CN(CC(=O)Nc2ccc(OC)cc2)C(C)(C)CO)cc1,9,0,1,5,-0.5,-15,-6,-10,99,-0.1
C#CCOCCOCCOCCNc1nc(N2CCN(C(=O)Cn3cc(CCO)nn3)CC2)nc(N2CCN(C(=O)[C@H](CCCCN)n3cc(CCCC)nn3)CC2)n1,5,-8,4,4,-0.8,11,8,-4,97,1.3
O=C(NCc1ccccc1)c1ccc(CN2CCC(Cc3ccccc3)CC2)cc1,1,-4,-5,5,-1.8,-4,-20,-7,94,0.4
CC(C)OC(=O)c1cccc(C(=O)Nc2cccc(NC(=O)c3cccc(C(=O)OC(C)C)n3)n2)n1,16,0,0,0,-1.1,0,-7,-1,90,-0.9
N#Cc1ccc(C(=O)OCC(=O)N2CCOCC2)cc1,5,0,1,3,-1.3,-5,7,1,96,0.1
COc1ccccc1C(=O)NCCC(=O)N1CCCCCCC1,0,-4,0,2,-0.1,-4,-2,11,89,-0.1
Cn1c(N)cc(=O)n(C)c1=S,2,0,2,7,-0.2,6,-15,-1,96,-0.1
Cc1ccc(OCC(=O)Nc2ccc3c(c2)OCO3)c(C)c1,20,5,-4,2,2.2,0,-17,-3,88,-0.1
Cc1csc(-c2nc3ccccc3n2C(C(=O)Nc2c(C)cccc2C)C2CC2)c1 (configuration not stated),x,-2,x,0,x,6,x,x,x,0.6
N#CC(C#N)=NNc1ccc2cn[nH]c2c1,x,-7,0,48*,x,15,x,-5,88,0.2
O=C(CCc1ccccc1)Nc1ccc(N2CCOCC2)c(Cl)c1,-5,-9,-3,-5,-0.2,-2,-6,-4,105,0.2
COc1ccccc1CNC(=O)c1ccc(NS(C)(=O)=O)cc1,4,-11,0,8,0.4,-7,13,-4,102,-0.2
O=C(COC(=O)CCC1CCCCC1)Nc1ccc(OC(F)F)cc1,-6,-2,2,-3,0.9,0,5,x,94,-0.2
CCn1c(C)c(Br)c(=O)c(C(=O)OC)c1-c1ccc(Cl)cc1,0,-9,3,6,-0.3,6,-3,-2,101,0.0

# Single records (already shown). Screens in order: MC4R antagonist | NOD2-RIPK2 inh | N-glyco inh | ABHD5 PLIN5 PPI | MC4R ag barr | Exocytosis inh | TLR9-MyD88 inh | Vif inh | ABCB6 inh MLPCN | aDG glyco up
# Shown for `O=C(COC(=O)CCC1CCCCC1)Nc1ccc(OC(F)F)cc1` → -6 | -2 | 2 | -3 | 0.9 | 0 | 5 | x | 94 | -0.2
# Shown for `COc1ccccc1C(=O)NCCC(=O)N1CCCCCCC1` → 0 | -4 | 0 | 2 | -0.1 | -4 | -2 | 11 | 89 | -0.1

# Screens (PubChem BioAssay)
